Bioassay records as filed in PubChem BioAssay.
EBNA-1 inhibitor: blocks EBNA-1 binding to DNA; EBNA-1 DNA binding, fluorescence polarization; inhibition, % at 14.8 µM; 0.34% of 300,000 active; AID 1950; in the data active = inhibition above about 28%
CR mimetic SO: lowers age-related superoxide in aged yeast cells. S. cerevisiae aged cells, superoxide DHE fluorescence; hits give low values. superoxide response (% of plate mean), % at 10 µM. 0.18% of 330,000 active;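 active = superoxide response under a set limit, about three screen SD below normal, cut at about 65% in these data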;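 also: yeast aged for seven days with compound at 30 °C before DHE staining; 100% = average MFI of all compound-treated wells on the plate with controls excluded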
Fh CTSL1 inh: cathepsin L1 inhibition, PFM18AAP counter-screen; 0.49% of 300,000 active; recombinant F. hepatica cathepsin L1, Z-Leu-Arg-MCA fluorescence; AID 1906; inhibition, % at 5.96 µM;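 active = inhibition above the mean of all tested compounds plus 3 SD, set per screening campaign, cut at about 17% in these data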;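 also: 0% = plate median of test compound wells and 100% = 1 µM Z-Phe-Ala-diazomethylketone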
TPT1 inhibitor: C. albicans TPT1 enzyme inhibition; recombinant caTPT1, FP RNA substrate dephosphorylation; AID 1962; 0.81% of 300,000 active; inhibition, % at 5 µM;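 active = inhibition above the mean of all tested compounds plus 3 SD, set per screening campaign, cut at about 24% in these data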;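 also: plate controls were DMSO alone for no effect and ferristatin control at 100 nM for full effect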
core dimer inh: HCV core protein dimerization inhibition; AID 1899; inhibition, % at 5 µM; 0.33% of 300,000 active; TR-FRET GST/Flag-core106 dimerization, 1536-well;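 active = inhibition above the mean of all tested compounds plus 3 SD, set per screening campaign, cut at about 45% in these data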
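Assay system – GST-tagged and Flag-tagged HCV core protein residues 1-106 · Quantity – core106 proteins, GST 13.5 nM and Flag 17 nM · Benchmarks – unlabelled core106 and no-GST-core106 wells · Read-out basis – percent inhibition of core106 dimerization signal · Detection – time-resolved FRET, ex 340 nm, em 617 and 671 nm · Schedule – 4 h at 22.5 °C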
GASC-1 inh: human JMJD2C demethylase inhibition; 0.069% of 330,000 active; Q9H3R0; inhibition, % at 2.35 µM; GST-JMJD2C(1-420) H3K9me3 demethylation, DELFIA europium;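 active = more than half of a compound's replicate wells show inhibition beyond 50%, single wells judged on their own value; inconclusive = some, but no more than half, of replicates pass 50% inhibition; inactive = no replicate passes 50% inhibition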;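 also: signal counts dimethyl H3K9 product captured on neutravidin plate; 0% = median of DMSO wells and 100% = 0.3 times that DMSO median; strong numbers were not always called active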
ZTA counter: ZTA (EBV) inhibition in EBNA-1 counter-screen; P03206; ZTA-DNA binding, fluorescence polarization; inhibition, % at 11 µM; 0.15% of 320,000 active; in the data active = inhibition above about 33%
Target sequence (P03206 whole entry, looked up): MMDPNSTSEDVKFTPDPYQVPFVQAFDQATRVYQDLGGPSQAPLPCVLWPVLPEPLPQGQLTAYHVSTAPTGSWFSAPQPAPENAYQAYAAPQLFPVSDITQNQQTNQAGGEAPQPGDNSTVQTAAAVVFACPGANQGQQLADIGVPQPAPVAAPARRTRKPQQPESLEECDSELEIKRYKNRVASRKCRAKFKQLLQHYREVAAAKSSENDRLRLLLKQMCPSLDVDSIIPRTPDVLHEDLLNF
PP5 primary: inhibitors of human protein phosphatase 5 (PP5) | P53041 | purified PP5c, OMFP substrate fluorescence | inhibition, % at 6.7 µM | 0.18% of 320,000 active | AID 1987;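 active = inhibition above the campaign's mean inhibition across all tested compounds plus 3 SD, cut at about 9.5% in these data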;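 also: 0% = DMSO only and 100% = 100 µM cantharidin control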
Target sequence (P53041 whole entry, looked up): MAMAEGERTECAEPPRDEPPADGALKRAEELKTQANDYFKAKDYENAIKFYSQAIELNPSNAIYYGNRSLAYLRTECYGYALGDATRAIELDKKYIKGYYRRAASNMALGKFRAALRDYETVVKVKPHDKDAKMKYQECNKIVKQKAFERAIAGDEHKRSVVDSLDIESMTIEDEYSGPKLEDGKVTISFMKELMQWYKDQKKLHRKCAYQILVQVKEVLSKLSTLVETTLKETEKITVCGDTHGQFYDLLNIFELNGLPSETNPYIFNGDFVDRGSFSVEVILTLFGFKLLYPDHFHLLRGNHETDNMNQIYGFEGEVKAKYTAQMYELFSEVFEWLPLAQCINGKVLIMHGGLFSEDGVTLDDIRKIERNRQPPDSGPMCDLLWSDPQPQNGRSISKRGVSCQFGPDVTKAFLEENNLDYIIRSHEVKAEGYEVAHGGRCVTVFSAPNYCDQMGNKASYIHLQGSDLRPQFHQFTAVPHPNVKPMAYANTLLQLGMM
PP1 counter: counter-screen for PP5 inhibitors: inhibitors of human PP1-alpha; AID 2235; purified PP1alpha, OMFP fluorescence; 0.9% of 320,000 active; inhibition, % at 6.7 µM; P62136;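 active = inhibition above the mean inhibition of all tested compounds plus 3 SD, computed separately for each screening campaign, cut at about 15% in these data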
Target sequence (P62136 whole entry, looked up): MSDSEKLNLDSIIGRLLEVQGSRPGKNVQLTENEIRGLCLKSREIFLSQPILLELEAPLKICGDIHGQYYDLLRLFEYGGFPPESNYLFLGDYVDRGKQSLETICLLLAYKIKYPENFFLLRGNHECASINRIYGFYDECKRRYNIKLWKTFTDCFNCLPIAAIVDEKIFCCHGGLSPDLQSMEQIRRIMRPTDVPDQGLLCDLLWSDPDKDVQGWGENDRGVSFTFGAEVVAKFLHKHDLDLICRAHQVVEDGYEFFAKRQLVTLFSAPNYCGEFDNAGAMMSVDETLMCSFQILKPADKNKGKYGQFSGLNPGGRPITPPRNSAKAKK
Numbers without * were called inactive; ? = inconclusive; nt = not tested or not shown. Rows were taken by chance (roughly 3.1% active in at least one column).

SMILES	EBNA-1 inhibitor	CR mimetic SO	Fh CTSL1 inh	TPT1 inhibitor	core dimer inh	GASC-1 inh	ZTA counter	PP5 primary	PP1 counter
CCOC(=O)c1[nH]c2ccc(F)cc2c1NC(=O)CCN1CCSCC1	6	98	-2	1	0	5	-2	1.0	-1
CCCCCC(C)n1[nH]c(=O)cc1N (configuration not stated)	2	86	-4	1	0	-4	-15	-0.2	1
NC(=O)Cn1cc(/C=N\NS(=O)(=O)c2ccc(F)cc2)c2ccccc21	1	104	-2	1	-22	-6	-4	4.3	-7
CCOC(=O)c1sc(=S)n(-c2ccccc2)c1C	2	100	-2	1	-9	-8	-4	4.2	5
COc1ccccc1C/C(N)=N/OC(=O)COc1cccc(C)c1C	3	95	-5	-1	14	5	11	-0.1	-2
CCOC(=O)COc1cc(OCC(=O)OCC)c2c(=O)cc(-c3ccccc3)oc2c1	2	104	-1	-5	7	-6	-10	3.8	-1
O=C(CSc1ccc2c(c1)OCCO2)Nc1cccc(S(=O)(=O)N2CCCCC2)c1	-7	96	-2	4	7	-3	-11	3.1	3
O=C(CN1c2ccccc2Sc2ccccc21)NNC(=S)Nc1ccc(Cl)cc1Cl	5	107	2	-7	22	4	-15	-0.7	20*
COC(=O)c1ccc(OC(=O)c2cccnc2SC)cc1	-10	96	-2	-1	-11	1	9	1.7	0
Cc1ccc(C)c(NS(=O)(=O)c2cc(C(=O)Nc3ccccc3-c3ccccc3)ccc2Cl)c1	5	96	2	3	14	1	-14	3.1	7
O=Cc1c(OCc2ccccc2)ccc2ccccc12	8	98	4	0	12	1	8	2.1	0
CN(C)CCn1c2c(c(SCC(=O)Nc3cccc(C(F)(F)F)c3)nc1=O)CCCC2	16	94	0	1	-1	3	11	-2.5	-3
O=C(c1c(Cl)nc2sccn12)N(C(=O)c1c(Cl)nc2sccn12)c1ccc(Cl)cn1	-9	90	1	-2	2	-3	-1	4.5	-4
Cc1cccc(NC(=S)N(C)Cc2cn(C)c3ccccc23)c1	-3	102	7	-3	9	-3	-2	0.6	-1
O=C(NCC1CCCO1)c1cc(S(=O)(=O)N2CCCC2)c(Cl)cc1Cl (configuration not stated)	1	110	-2	-2	2	-17	-4	1.5	-5
COc1ccccc1CNC(=O)[C@@H](NC(=O)C1CCN(C(=O)[C@@H]2CCCN2)CC1)C(C)C	0	86	12	-1	1	nt	-13	2.3	-3
O=C(/C=C/Nc1ccccc1C(F)(F)F)c1ccco1	0	100	1	-2	2	9	11	-0.9	1
O=c1c2cc(NC(=S)NCc3cccnc3)ccc2nc2n1CCCCC2	-9	101	2	0	-4	5	7	-0.8	2
CC(C)n1c(SCc2ccccc2F)nc2c1c(=O)n(C)c(=O)n2C	-9	98	-2	0	8	1	-10	4.2	-2
Cc1c(C(=O)NC(=S)Nc2ccc3c4c(cccc24)CC3)cccc1[N+](=O)[O-]	-12	88	2	5	15	-2	5	0.2	-3
Cc1ccnn1CC(=O)N/N=C/c1ccco1	-20	102	-1	-3	-2	-1	-5	2.0	2
CN1CCN(C(=O)c2ccccc2-c2ccccc2C(=O)O)CC1	-9	95	0	-1	-1	7	-7	1.5	-2
N#CC1=C(N)OC2=C(C(=O)CCC2)C1c1ccoc1 (configuration not stated)	0	106	-4	-2	-3	3	-15	4.1	-3
CCOC(=O)c1cc2occc2n1CC(=O)N1CCOCC1	-3	97	-1	2	2	-1	7	-2.8	-4
Cc1ccc(CC2SC(N)=NC2=O)cc1 (configuration not stated)	-3	85	-7	-3	-2	3	-13	-1.6	-2
Cc1cc(OCc2nc3ccccc3s2)ccc1N	3	106	-4	2	0	7	2	-1.2	-2
CCCn1nnnc1NCc1ccc(N(C)C)cc1	2	89	-4	0	-14	0	-4	1.4	2
Clc1ccc(CSc2cc3c(nn2)-c2ccccc2CC3)cc1Cl	-1	100	3	0	4	-2	-10	4.6	6
CCC(c1nnnn1C1CCCC1)N(Cc1cccs1)Cc1cc2cccc(C)c2[nH]c1=O (configuration not stated)	-6	102	6	1	14	nt	-16	5.0	17*
CCCCOC(=O)c1ccc(NC(=O)CSC2=Nc3ccccc3C3CC=NN23)cc1 (configuration not stated)	-24	102	-1	-2	1	-3	1	2.9	3
COc1ccc(CC(=O)O/N=C(\N)c2ccc(OC)cc2)cc1	7	107	1	0	1	6	6	-0.9	-4
CCOc1ccc(CCNC(=O)COC(=O)COc2ccccc2C)cc1OCC	10	102	-22	-2	7	3	-3	-2.2	5
COc1ccc(CCNC(=O)C2CCN(C(=O)c3ccc(Br)cc3)CC2)cc1OC	-1	92	-2	-3	1	-7	-3	4.1	0
O=c1[nH]c2ccc(Cl)cc2c(-c2ccccc2)c1N1CCN(CCO)CC1	-5	131	-2	0	1	3	1	1.1	-6
O=C(NCc1ccco1)NC12CC3CC(CC(C3)C1)C2	-10	104	-2	-7	-4	-3	-13	0.8	0
CCN(CC)C(=O)CSc1nc2ccccc2c(=O)n1CCC(=O)NCCc1ccc(OC)c(OC)c1	-2	95	4	0	12	3	-12	-1.2	-3
CCSc1nnc(NC(=O)Cc2ccc(OC)cc2)s1	14	104	-1	-2	0	5	12	0.9	14
Cc1c(C(=O)N(Cc2ccccc2Cl)C2CCS(=O)(=O)C2)oc2ccccc12 (configuration not stated)	-11	98	2	1	13	-3	0	4.6	-2
O=c1[nH]c2cccnc2n(CCNc2ncc(C(F)(F)F)cc2Cl)c1=O	-2	109	0	-13	3	23	10	1.8	-2
Cc1cccc(N2CCN(Cc3nc(-c4cccc(Cl)c4)oc3C)CC2)n1	6	87	-1	0	-6	7	8	2.0	4

Retrieved by compound from the list above, five records:
SMILES	EBNA-1 inhibitor	CR mimetic SO	Fh CTSL1 inh	TPT1 inhibitor	core dimer inh	GASC-1 inh	ZTA counter	PP5 primary	PP1 counter
Cc1cccc(N2CCN(Cc3nc(-c4cccc(Cl)c4)oc3C)CC2)n1	6	87	-1	0	-6	7	8	2.0	4
COc1ccc(CCNC(=O)C2CCN(C(=O)c3ccc(Br)cc3)CC2)cc1OC	-1	92	-2	-3	1	-7	-3	4.1	0
O=c1[nH]c2ccc(Cl)cc2c(-c2ccccc2)c1N1CCN(CCO)CC1	-5	131	-2	0	1	3	1	1.1	-6
CCN(CC)C(=O)CSc1nc2ccccc2c(=O)n1CCC(=O)NCCc1ccc(OC)c(OC)c1	-2	95	4	0	12	3	-12	-1.2	-3
O=c1[nH]c2cccnc2n(CCNc2ncc(C(F)(F)F)cc2Cl)c1=O	-2	109	0	-13	3	23	10	1.8	-2

Additional compounds.
SMILES	EBNA-1 inhibitor	CR mimetic SO	Fh CTSL1 inh	TPT1 inhibitor	core dimer inh	GASC-1 inh	ZTA counter	PP5 primary	PP1 counter
CC(C)[C@@H](N)C(=O)NCC1CCC(C(=O)N[C@@H](Cc2ccccc2)C(=O)O)CC1 (some centres not stated)	6	86	-1	-2	1	?	4	0.1	1
Cc1nnc(NC(=O)C2CCCN2S(=O)(=O)c2ccc(Cl)cc2)s1 (configuration not stated)	-3	89	2	2	-2	18	-7	-0.4	-2
CC(C)C(C)NC(=O)Cn1cnc2c(oc3ccccc32)c1=O (configuration not stated)	4	105	-1	-3	2	-8	14	-0.4	-2
CCCc1c(C(=O)N/N=C/c2cccc3ccccc23)nnn1-c1nonc1N	3	100	9	1	4	-36	13	-5.2	-9
COc1ccc(-n2nnnc2SCC(=O)c2ccc(O)c(O)c2)cc1	8	78	-2	-2	-4	-5	-11	2.9	0
CC(C)(/C=N/O)/[N+]([O-])=C/C=[N+](\[O-])C(C)(C)/C=N/O	1	102	2	0	1	-3	-4	0.0	2
CCOC(=O)C(CC)n1cnc2c(nnn2-c2ccc(OC)cc2)c1=O (configuration not stated)	5	102	0	-2	-1	-2	-10	-0.1	-2
CC(Oc1cccc(Cl)c1)C(=O)Nc1ccccc1N1CCCCC1 (configuration not stated)	-1	93	-1	-1	-6	-3	4	0.0	-2
CCCC(=O)N1CC(=O)Nc2ccc(C)cc2C1c1ccccc1 (configuration not stated)	0	134	-4	0	8	-3	1	-0.1	-3
c1cncc(-c2nnc(-c3ccco3)o2)c1	0	98	-1	-2	2	-3	-13	0.8	-2
O=C(CCSc1nc(-c2ccco2)cc(C(F)(F)F)n1)N1CCN(c2ccccn2)CC1	-7	100	1	5	8	2	1	6.4	3
O=S(=O)(Cc1noc(-c2ccc(OC(F)(F)F)cc2)n1)c1ccc(F)cc1	8	109	1	-2	-1	10	4	3.4	3
CCCC(=O)N1CCc2[nH]c3ccccc3c2C1	14	122	0	-3	-3	5	19	-0.5	2
Cc1cccc(OCC(=O)N/N=C\c2cccn2C)c1C	5	108	0	-3	1	10	16	2.7	-3
CCOc1ccc(NC(=O)C2CCCN2S(=O)(=O)c2ccc3c(c2)C(C)(C)C(=O)N3C)cc1 (configuration not stated)	4	97	-2	-3	-2	8	-16	-0.3	1
Cc1ccc(C(=O)Nc2ccc3c(c2)OCO3)cc1Cl	11	93	1	-2	-17	-17	7	5.9	2
COC(/C=C/Nc1ccc(Cl)cc1)=C(C#N)C#N	5	96	1	-2	0	-6	1	0.6	-1
O=C(CC1SC(=Nc2ccc(OC(F)F)cc2)N(CCC2=CCCCC2)C1=O)Nc1ccccc1F (configuration not stated)	-2	115	-2	5	5	-14	8	-0.1	2
COc1ccc(CN/C=C2\CCCCC2=O)cc1	-9	143	-2	0	4	-11	1	2.9	0
C/C(=N\NC(=S)NCc1ccccc1)c1ccc(C#N)cc1	6	117	0	-2	4	-4	-8	-2.0	0
COc1cccc2c1OC1(C)CC2NC(=O)N1c1cccc(C(=O)Nc2ccc3c(c2)OCCO3)c1 (configuration not stated)	3	100	-2	-5	1	?	15	2.0	-1
N#CCC(=O)N/N=C/c1cc([N+](=O)[O-])ccc1N1CCOCC1	4	95	5	4	1	-2	2	2.1	4
Cc1c(Nc2cc(N3CCCCCC3)c3nonc3c2[N+](=O)[O-])c(=O)n(-c2ccccc2)n1C	-6	95	1	5	-1	7	13	1.0	1
Cc1cc(C(=O)Nc2cccc(S(=O)(=O)N3CCCC3)c2)c2ccccc2n1	nt	106	nt	nt	nt	nt	-1	-0.3	-4
COc1ccc(CN2C(=O)c3cccnc3C2=O)cc1S(=O)(=O)N1CC(C)CC(C)C1 (configuration not stated)	-2	110	-3	-3	11	-15	-7	0.7	0
Cc1c(C(=O)Nc2ccccc2C(=O)N2CCCC2)cccc1[N+](=O)[O-]	3	93	-3	1	-12	9	11	4.2	-4
Cc1sc2c(c1C)C(=O)/C(=C\Nc1ccncc1)S(=O)(=O)N2C	-1	90	-2	-2	1	-26	7	-1.2	-2
CC(=O)C1C(c2ccccc2)c2c(noc2C)CC1(C)O (configuration not stated)	13	99	2	-6	-4	4	-13	-0.1	-3
Cc1ccc(C23CC4CC(CC(C(=O)NC(C)C(=O)O)(C4)C2)C3)cc1 (configuration not stated)	15	89	2	3	-5	-30	-3	-0.2	-1
Cn1c(=NC(=O)c2cnccn2)sc2ccccc21	-6	110	10	-1	6	?	-11	-3.4	11
COC(=O)c1ccc(NC(=O)CC2C(=O)N(C)C(=S)N2Cc2ccc(S(N)(=O)=O)cc2)cc1 (configuration not stated)	0	82	5	0	3	-8	-6	0.7	-2
Cc1cccc(NC(=S)N/N=C/c2cccc(O)c2)c1C	-7	114	0	3	-1	-5	-5	-0.9	-2
COC(=O)c1ccccc1NC(=S)NC(NC(=O)c1ccccc1[N+](=O)[O-])C(Cl)(Cl)Cl (configuration not stated)	2	107	4	-12	10	2	10	1.5	2
CC1(C)OC(=O)C(=CNC(=O)c2c(F)cccc2F)C(=O)O1	3	90	2	0	-2	0	-8	0.9	-1
